Source: PubChem BioAssay (several laboratories)
HSF1 activator: increases HSF-1 driven luciferase reporter signal. 1.7% of 300,000 active. NIH3T3-HGL HSF-1 luciferase reporter, MG132, 8 h; 100% = twice DMSO control signal. activation, % at 9 µM;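 active means mean replicate activation of at least 50% with a set share of replicates each reaching 50%; inconclusive means only one of those two conditions met; inactive means mean below 50% and too few replicates reaching it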;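 further: 0% = median of the neutral control wells and 100% = twice that signal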
GSK3B inh: inhibitors of human GSK3beta kinase | 0.038% of 300,000 active | GST-GSK3beta kinase, ADP-Glo luminescence, 60 min; active compounds read low | activity score (negative = inhibition), % at 10 µM | P49841;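 active means more than half of replicate wells score below -50%, meaning over 50% inhibition versus plate controls; inconclusive means some replicates but at most half score below -50%; inactive means no replicate scores below -50%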;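 further: 0% = median DMSO wells and -100% = median GW8510 positive control wells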
Target sequence (P49841 whole entry, looked up): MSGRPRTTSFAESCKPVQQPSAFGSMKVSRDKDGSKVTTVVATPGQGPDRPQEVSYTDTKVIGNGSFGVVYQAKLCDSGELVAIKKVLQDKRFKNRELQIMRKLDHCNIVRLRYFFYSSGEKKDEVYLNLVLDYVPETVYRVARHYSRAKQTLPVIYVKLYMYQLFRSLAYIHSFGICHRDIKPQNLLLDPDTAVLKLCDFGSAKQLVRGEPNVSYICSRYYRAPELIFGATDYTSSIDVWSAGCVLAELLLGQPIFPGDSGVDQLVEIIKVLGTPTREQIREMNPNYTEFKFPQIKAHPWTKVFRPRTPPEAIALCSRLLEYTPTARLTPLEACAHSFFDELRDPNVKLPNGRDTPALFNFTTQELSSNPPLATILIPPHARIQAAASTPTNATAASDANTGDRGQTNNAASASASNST
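Test system – GST-tagged human GSK3beta kinase, cell-free · Incubation – 60 min enzyme reaction, room temperature · Signal – ADP-Glo luminescence · Also added – peptide substrate and ATP at 25 µM · Controls – DMSO neutral wells and GW8510 at 20 µM as positive · Buffer or medium – Tris/MgCl2 kinase buffer · Measure – Luminescence-derived activity versus plate DMSO and GW8510 wells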
HSF1 inh: HSF1 inhibition. NIH3T3-HGL HSE-luciferase, MG132-induced, luminescence 8 h; active compounds read low. 0.77% of 300,000 active. activity change, negative = inhibition, % at 7.5 µM (by protocol). AID 2098;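 active means more than half of replicate wells show activity change below -50%, luminescence cut by over half; inconclusive means some wells, but at most half, below -50%; inactive means no replicate well below -50%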;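 further: luciferase reports HSF-1 transcriptional activity via heat shock element; 0% = median of DMSO wells and -100% = zero luminescence signal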
KLF5 inhibitor: inhibitors of KLF5 expression; inhibition, % at 5 µM; DLD-1 KLF5 promoter-luciferase reporter, luminescence; 0.23% of 290,000 active; AID 1700;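 active means inhibition above a per-plate limit of that plate's mean compound inhibition plus 3 SD, cut at about 60% in these data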;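 further: 0% = DMSO wells and 100% = LY294002 at 200 µM; higher means less KLF5 promoter-driven luciferase light; inactives centre near -14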
HIF activator: HIF pathway transcriptional activation. U2OS HRE-luciferase reporter, luminescence; normalized: DMSO 0%, desferrioxamine 100%. 0.32% of 300,000 active. activation, % at 7.5 µM (by protocol);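 active means mean activation of at least 10% of the iron chelator positive control signal, with at least half of replicates also reaching 10%; inconclusive means mean and replicate majority disagree about reaching 10%; inactive means mean and most replicates under 10%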
GSK3A inh: inhibitors of human GSK-3 alpha kinase; P49840; ADP-Glo luminescence, 60 min; inhibition, % at 10 µM; 0.1% of 320,000 active; AID 2650;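 in the data active means inhibition above about 50%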;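 further: GST-tagged GSK-3 alpha with peptide substrate and 25 µM ATP; 0% = DMSO neutral wells and 100% = GW8510 positive control wells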
Target sequence (P49840 whole entry, looked up): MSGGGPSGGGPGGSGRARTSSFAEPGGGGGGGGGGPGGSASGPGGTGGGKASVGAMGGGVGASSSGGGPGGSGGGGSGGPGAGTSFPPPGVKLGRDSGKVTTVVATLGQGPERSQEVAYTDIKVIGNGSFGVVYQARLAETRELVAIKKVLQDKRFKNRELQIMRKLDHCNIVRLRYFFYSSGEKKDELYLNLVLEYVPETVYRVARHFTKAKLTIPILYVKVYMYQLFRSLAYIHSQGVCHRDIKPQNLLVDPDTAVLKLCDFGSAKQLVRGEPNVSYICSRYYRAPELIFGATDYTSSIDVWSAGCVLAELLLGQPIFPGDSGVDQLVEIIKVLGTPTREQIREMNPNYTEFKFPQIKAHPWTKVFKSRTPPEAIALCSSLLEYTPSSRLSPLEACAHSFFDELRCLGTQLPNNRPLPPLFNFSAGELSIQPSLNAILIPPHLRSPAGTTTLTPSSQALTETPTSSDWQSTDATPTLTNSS
aSyn 5UTR inh: 5' untranslated region of α-synuclein, MLPCN primary screen; inhibition, % (tested at 7.5 µM); 0.82% of 300,000 active; alpha-synuclein 5'UTR reporter, inhibitor activity; in the data active means inhibition above about 60%; inconclusive means no clear call, values can overlap the other calls;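 further: H4 neuroglioblastoma cells stably carrying SNCA 5'UTR luciferase fusion; 0% = DMSO wells and 100% = positive control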
IEC-6 tox: counter-screen for KLF5 inhibitors: cytotoxicity in IEC-6 cells | IEC-6 cytotoxicity, luminescence viability | inhibition, % at 5 µM | 0.78% of 290,000 active; in the data active means inhibition above about 22%;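 further: 0% = plate median of test compound wells and 100% = cytotoxic reference compound wells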
AI-2 QS modul: modulators of Vibrio harveyi AI-2 quorum sensing system | Vibrio harveyi JMH597 AI-2 luminescence/OD600 ratio, 9 h; active compounds read low; strain lacks LuxN and CqsS sensors; 0 = neutral-control median | activity change, % at 7.5 µM | 0.4% of 300,000 active; in the data active means activity change below about -75%, passing the limit was not always enough; inconclusive means no clear call, values can overlap the other calls;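 further: luminescence divided by OD600 gain over 9 h not by final OD600 alone; inactives centre near 13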
HSP90 inh: inhibitors of HSP90 luciferase refolding in rabbit reticulocyte lysate; luciferase refolding luminescence, 3 h; inhibition, % at 5.6 µM; 0.91% of 290,000 active;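 active means inhibition above the screen-wide mean plus 3 SD, computed separately per campaign, cut at about 16% in these data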;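 further: 0% = DMSO wells and 100% = 60 µM geldanamycin wells; inhibitors lower the luminescence because luciferase stays unfolded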
The depositor's hits bear a star; ? = inconclusive; nt = no result given. Rows were taken by chance (roughly 4.7% active in at least one column).

SMILES	HSF1 activator	GSK3B inh	HSF1 inh	KLF5 inhibitor	HIF activator	GSK3A inh	aSyn 5UTR inh	IEC-6 tox	AI-2 QS modul	HSP90 inh
Cc1ccc(N2C(S)=C(C#N)C(=O)NC2c2cccs2)cc1 (stereo not drawn)	-20	-3	-4	-2	0.0	9	-6	-8	39	-5
Cc1nn2cc(-c3ccc(Cl)cc3)cnc2c1Cl	35	-1	24	-18	4.1	0	-144	2	4	-4
Cc1cc(C)cc(NC(=O)c2cc(C)nn2C)c1	-7	-4	1	-1	0.0	nt	-7	8	20	3
O=C(CCCN1C(=O)c2cccc3cccc(c23)C1=O)NCCN1CCOCC1	-3	0	-2	-1	-0.3	-2	2	-6	20	1
COc1ccc(C(CNC(=O)CSc2ccccc2C)N(C)C)cc1 (stereo not drawn)	13	2	-2	-15	0.3	2	11	2	41	-1
COCc1nnc(NC(=O)c2ccccc2Oc2ccccc2)s1	1	1	-3	-42	0.2	-10	46	-6	18	-2
CCN(CC)CCN(C(=O)/C=C/c1cccs1)c1nc2ccc(C)cc2s1	32	2	27	-26	-0.1	-1	-79	-1	6	-2
Cc1cc(NC(=O)CS(=O)(=O)c2ccc(F)cc2)no1	1	-2	2	nt	-0.3	-1	-11	nt	3	nt
O=C(Nc1ccc(F)cc1F)Nc1csc2ccccc12	26	1	11	-28	1.2	-2	-67	10	22	5
COc1ccc(OCC(=O)NC(=S)Nc2ccc3c4c(cccc24)CC3)cc1	9	2	-5	-23	-0.2	-2	5	-4	11	-3
CC1CCN(CCn2c(=S)[nH]c3cc4c(cc3c2=O)OCO4)CC1	-6	-1	-2	-8	-0.5	0	-7	-4	23	0
COCCNC(=S)N=Nc1c(O)[nH]c2c(C)cc(C)cc12	-2	-4	-3	-28	-0.2	1	-31	6	-5	0
COc1ccc(C(=O)NCC(=O)OCC(=O)c2ccc3c(c2)NC(=O)CO3)cc1	?	-4	20	-11	-0.2	-2	-15	3	7	0
COc1ccccc1OCCn1c(CO)nc2ccccc21	-2	1	2	-6	0.8	6	16	2	13	0
O=C(/C=C/c1cccc([N+](=O)[O-])c1)N1CCN(C(=O)c2ccco2)CC1	3	3	3	-8	-8.1	-13	3	-3	7	-4
COc1ccccc1CNC(=O)c1oc2ccc(S(=O)(=O)N3CCOCC3)cc2c1C	17	2	7	1	-0.1	-1	34	6	-17	-1
CN(/N=C/c1cc([N+](=O)[O-])ccc1O)c1ccccc1	3	-7	5	-16	1.4	1	-159	0	8	-3
O=S(=O)(c1ccc(F)cc1)N1CCC2(CC1)OCCN2S(=O)(=O)c1cccs1	17	-1	0	nt	-1.0	-4	-6	nt	14	nt
CCN(CC)CCn1c(C)nc2c(sc3nc4c(cc32)COC(C)(C)C4)c1=O	44	-2	21	2	0.2	-1	-2	3	5	2
CN(Cc1ccccc1)C(=O)Cn1c(=O)oc2cc(S(=O)(=O)N3CCCC3)ccc21	-1	-2	-10	-23	-0.6	-1	-3	-4	-22	-4
CCC1=C(OC(=O)N(CC)CC)N2C(=O)OC(=NCC3CC3)[C@]2(Cc2ccccc2)[C@H]2C1=CC[C@H]1C(=O)N(C)C(=O)[C@H]12	11	0	4	nt	-0.5	-3	5	nt	3	nt
Cc1c(CCOC(=O)c2cc([N+](=O)[O-])cc([N+](=O)[O-])c2)sc[n+]1CC(=O)c1ccc(Br)cc1	20	1	4	4	-0.5	3	-3	-2	12	15
CC1(C)CN(C(=S)Nc2ccc(F)cc2F)C1=O	25	5	-1	-33	-2.1	-1	9	0	21	2
O=C(CN1CCN(C(=O)c2cccc(F)c2)CC1)Nc1ccccc1F	-2	0	-2	-33	-0.4	6	1	1	11	1
CC(C)(C)C(=O)NC(=S)NNC(=O)c1ccc(-c2ccccc2)cc1	-17	1	-17	57	0.8	0	67*	40*	?	-3
Cc1ccc(Cl)cc1NC(=O)CSc1nnc(C)n1-c1ccccc1	30	2	9	-39	-0.3	0	1	0	13	-5
CC(C)CCOCC(=O)Oc1ccccc1C(=O)O	-10	2	-10	-15	-0.6	1	-8	-1	33	-1
O=C(Nc1ccccc1C(=O)N1CCN(CCO)CC1)c1cccc([N+](=O)[O-])c1	4	1	7	-34	-0.5	-1	-19	2	21	1
Cc1cc(NC(=O)C(C)N2C(=O)c3ccccc3S2(=O)=O)no1 (stereo not drawn)	-4	-2	2	nt	-0.3	-1	-18	nt	7	nt
Cc1sc(NC(=O)Cn2[nH]c(=O)c3ccccc3c2=O)nc1-c1ccccc1	3	0	-6	-11	-0.5	-2	-14	3	7	5
O=C(O)c1ccc(OCc2occc2C(=O)O)cc1	1	2	-5	-29	-0.4	1	11	2	17	-1
COC(=O)c1cn(C(=O)c2ccc(OC)c(OC)c2)c2ccccc12	7	1	-7	-9	1.7	1	-22	8	4	3
CC(C)CC(NC(=O)OC(C)(C)C)c1cn([C@@H](Cc2ccc(O)cc2)C(=O)N2CCN(C(=O)OC(C)(C)C)CC2)nn1 (stereo partly drawn)	-3	2	-2	-19	-1.5	nt	12	2	5	8
Cc1cccc(-c2noc(CN(C)C(=O)c3ccoc3C)n2)c1	16	0	11	-59	0.7	-2	-33	0	6	3
O=C1c2ccccc2S(=O)(=O)N1CC1CC(c2ccc(Cl)cc2)=NO1 (stereo not drawn)	82*	3	66	-122	2.6	1	-197	9	20	0
O=P(C1=C(N2CCOCC2)/C(=C\c2ccccc2)CC1)(N1CCOCC1)N1CCOCC1	-36	0	-17	3	0.2	-2	-1	-10	6	-1
COc1ccc(Nc2nnc(SCC(=O)c3cc(C)n(CC4CCCO4)c3C)s2)cc1 (stereo not drawn)	nt	nt	nt	-29	nt	0	nt	-6	nt	1
NC(=O)CSc1nnc(-c2ccc(S(=O)(=O)N3CCCC3)cc2)n1Cc1ccco1	-3	4	-7	-33	-0.2	-1	6	1	3	4
CCCCNC(=O)Cn1cnc2c(cnn2-c2ccc(C)cc2)c1=O	-6	2	-6	-17	0.4	-3	10	-11	19	0
Cc1ccc(NC(=O)Cn2nnc3ccccc3c2=O)cc1	33	-3	7	-68	3.6	-6	-93	-7	-84*	0
COc1ccc(CNC(=O)c2c(O)c3cccc4c3n(c2=O)CCC4)cc1	9	-4	-3	-26	0.2	nt	12	4	8	5
C=CCNC(=O)c1onc(CSc2ccc(OC)cc2)c1C(=O)O	-3	4	-2	-18	-0.3	-4	-21	-4	16	-10
N#C/C(=C\c1cn(CC(=O)O)c2ccccc12)C(=O)NCc1ccccc1	-10	-1	-5	-36	-0.7	-1	0	0	16	-3
O=C(NC(=S)N1CCOCC1)c1ccc(F)cc1	1	3	-2	-23	0.2	1	-10	-3	8	-2
CCOc1cc(/C=N/OC(C)=O)ccc1OCc1ccccc1	-2	3	1	-43	-0.1	-2	5	-7	8	-4
Cc1cc(C)cc(OCC(=O)OCC(=O)c2c(N)n(C)c(=O)n(C)c2=O)c1	13	-1	-2	-15	0.1	1	2	-3	17	-1
CC(NC(=S)Nc1ccc(OC(F)F)c(Cl)c1)C(C)(C)C (stereo not drawn)	14	-21	0	16	0.7	-2	-14	0	15	0
CN=c1scc(C)n1/N=C/c1ccc(O)cc1O	33	3	10	-45	0.9	1	29	9	0	8
Cc1nn(CC(=O)NCCCc2ccccc2)c(C)c1[N+](=O)[O-]	0	-13	-2	1	-1.2	-1	-4	1	6	-3
CCOC(=O)C1(CCCc2ccccc2)CCN(C2CCN(C(C)=O)CC2)CC1	11	1	-4	-20	-0.1	-4	9	-3	12	-4

New compounds follow:
SMILES	HSF1 activator	GSK3B inh	HSF1 inh	KLF5 inhibitor	HIF activator	GSK3A inh	aSyn 5UTR inh	IEC-6 tox	AI-2 QS modul	HSP90 inh
Cc1cc(OC(C)C(=O)NCc2ccncc2)c2c(C)cc(=O)oc2c1 (stereo not drawn)	15	1	-3	-17	-0.1	-1	7	1	-4	-3
CCN(CCCNC(=O)CNC(=O)c1nn(-c2ccc(OC)cc2OC)c(=O)c2ccccc12)c1cccc(C)c1	61*	-3	59	-10	-1.2	6	15	0	-11	1
O=C(Nn1c(=S)[nH]c2ccccc2c1=O)c1ccncc1	21	2	12	3	0.6	0	-13	-4	5	3
NS(=O)(=O)c1ccc(CCNC(=O)CSc2nc3ccsc3c(=O)n2CCCCC(=O)O)cc1	-6	-1	-7	-11	-0.2	0	-15	-13	17	-5
O=C1CSC(c2ccccc2F)N1c1ccccc1F (stereo not drawn)	14	3	-7	-35	-0.1	2	-16	2	15	0
O=C1c2ccccc2C(=O)N1c1ccc(Br)c2cccnc12	0	-1	6	16	0.1	-1	-10	3	9	8
c1ccc(CNc2nc(CN3CCOCC3)nc3scc(-c4ccccc4)c23)cc1	-4	1	-5	3	-0.1	3	19	0	36	0
COCCN(C(=O)/C=C/c1cccc([N+](=O)[O-])c1)c1c(N)n(Cc2ccccc2)c(=O)[nH]c1=O	5	2	-2	-24	0.0	1	-16	-7	18	0
N#C/C(=N\Nc1ccc(F)cc1)C(=N)N1CCCCCC1	-10	4	-5	-112	-2.0	-3	-38	0	21	8
O=S1(=O)[C@H]2C[C@@H]3C=C[C@@]2(CN1Cc1cccc(C(F)(F)F)c1)O3	7	3	1	-8	0.1	3	-23	-10	19	-2
O=C(c1ccc(SCc2ccco2)c([N+](=O)[O-])c1)N1CCOCC1	6	1	6	8	0.7	-1	15	5	39	-1
O=C(/C=C1\SC(=O)N(CC(=O)Nc2ccc(Cl)cc2)C1=O)Nc1ccc(F)cc1	4	1	7	-29	-0.5	-3	-20	-2	35	3
Cc1[nH]c2ccccc2c1CN1CCC(CO)(Cc2ccccc2)CC1	-24	3	-2	10	0.9	1	2	-3	4	-1
Cc1ccc(-n2c(C(C)n3nc(C)c([N+](=O)[O-])c3C)n[nH]c2=S)cc1 (stereo not drawn)	5	1	4	-22	0.5	0	1	-4	23	0
CCN(C(=O)COC(=O)c1cc2c(s1)CCCCC2)C1CCS(=O)(=O)C1 (stereo not drawn)	-1	4	-3	-12	0.8	0	11	14	27	3
CCOC(=S)N/C(=N\S(C)(=O)=O)c1ccccc1	-15	-3	0	2	0.1	-2	13	1	8	3
CC1CCc2sc3nc(N4CCN(CCO)CC4)n4ncnc4c3c2C1 (stereo not drawn)	3	1	14	5	1.7	-3	-73	-1	2	-1
Cc1cc(NC(=O)Nc2cc(C)nn2-c2ccccc2)n(-c2ccccc2)n1	5	-1	-6	-30	-28	1	-6	-2	25	-1
Cc1cc(=O)[nH]c(NCc2ccc(Cl)cc2)n1	20	-4	8	-28	3.9	1	-6	-4	-21	2
CCCCCCn1c(COc2ccccc2F)nnc1SCC(=O)N1c2ccccc2NC(=O)C1(C)C	17	2	12	-5	-0.4	-2	28	1	8	-5
CCCNC(=O)NC(=O)COC(=O)c1ccc(S(=O)(=O)N(C)c2ccccc2OC)cc1	2	0	-4	-1	-0.4	-1	-14	1	23	3
